Source: PubChem BioAssay (Emory University Molecular Libraries Screening Center)
14-3-3 PPI: alters human 14-3-3 gamma binding to Raf peptide | P61981 | FP, 14-3-3gamma / TMR-pS259-Raf peptide binding | inhibition, % at 40 µM | 160,000 tested, 0.19% active; in the data active means inhibition above about 30%;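 further: 0% = protein plus tracer without compound and 100% = blank with tracer alone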
Target sequence (P61981 whole entry, looked up): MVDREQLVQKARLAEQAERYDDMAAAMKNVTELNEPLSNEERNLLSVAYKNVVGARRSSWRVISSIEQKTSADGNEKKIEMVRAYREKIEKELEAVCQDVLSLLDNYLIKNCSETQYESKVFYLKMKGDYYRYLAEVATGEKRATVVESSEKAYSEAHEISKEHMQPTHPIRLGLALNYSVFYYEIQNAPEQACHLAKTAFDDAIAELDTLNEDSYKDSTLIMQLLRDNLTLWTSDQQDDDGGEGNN
Active calls of the source: *; & = joins results of further samples.

mol | 14-3-3 PPI
CSc1cccc(NC(=O)C2C3C=CC4(O3)C2C(=O)N(Cc2cccnc2)C4C(=O)NC2CCCCC2)c1 (centres undefined) | 2
CCCOc1ccc(C2Nc3ccccc3NC3=C2C(=O)CC(C)(C)C3)cc1OC (centres undefined) | -1
COc1ccc(OC)c(-c2cc(C(=O)Nc3nnc(-c4ccncc4)s3)c3ccccc3n2)c1 | -33
CCC(C)c1ccc(NC(=O)Cn2nnc(-c3ccc(F)cc3)n2)cc1 (centres undefined) | -8
CCN1CCN(CCNC(=O)C2CCN(Cc3nc(-c4ccc(Cl)cc4)oc3C)CC2)CC1 | 0
N#Cc1cc2c(nc1SCC1COc3ccccc3O1)CCC2 (centres undefined) | -3
COc1ccc(C)cc1Nc1cc(C)nc2nc(C)nn12 | -10
COc1cccc(OC)c1C(=O)Nc1sc2c(c1C(N)=O)CCCC2 | -4
CCOCCOC(=O)c1[nH]c2c(c1C)C(=O)CC(c1ccc(C(C)(C)C)cc1)C2 (centres undefined) | -8
COc1ccc(C)cc1C(=O)CCC(=O)Nc1ccccc1N1CCOCC1 | -22
O=C(CN1CCN(CC(=O)Nc2ccccc2F)CC1)Nc1ccc(Cl)c(C(F)(F)F)c1 | -1
CC(=O)c1nc2ccccc2n1S(=O)(=O)c1ccc(C)cc1 | -9&-29
Cc1ccc(-c2cc(C(=O)NCCCn3ccnc3)c3ccccc3n2)o1 | -7
O=C(Nc1nc(=O)c2ccccc2s1)c1ccc([N+](=O)[O-])cc1 | -5
CCC(=O)N1c2ccc(C)cc2C(=C2SC(C(=O)OC)=C(C(=O)OC)S2)C(=S)C1(C)C | 1
COc1cccc(C(=O)CC(=O)C(=O)Nc2cc(C)ccc2OC)c1 | -18
Cc1cc(OCC(=O)Nc2ccc(S(N)(=O)=O)cc2)ccc1Cl | -8
O=C(NC1CC1)c1cc(Sc2ccc(Cl)cc2)nc2ccccc12 | 2
CC(=O)Nc1ccc2c(c1)C(=O)N(c1cccc(F)c1)C2=O | 0
CC(=O)N1CCc2cc(Br)cc(S(=O)(=O)N3CCN(c4ccccn4)CC3)c21 | -3&-9
COc1cc(OC)c(NC(=O)CNC(=O)Cn2cnc3sc(C)cc3c2=O)cc1Cl | 1
CC(=O)c1ccc(C(=O)Nc2nnc(-c3ccc(Cl)cc3)o2)cc1 | -8
CC(NC(=O)OCc1ccccc1)C(=O)NCC1CCCO1 (centres undefined) | -4
Cc1cc(C)c(C#N)c(SCc2ccccc2Cl)n1 | -3
CCOc1ccc(-c2noc(=O)[nH]2)cc1 | -1
Brc1ccccc1-c1nnc2sc(Cc3ccccc3)nn12 | 2
O=C(CCn1c(=O)c2sccc2n(Cc2cc(=O)n3ccccc3n2)c1=O)NCc1ccc2c(c1)OCO2 | 2
CCCCOc1ccc(C2C(C(=O)OC)=C(C)N=C3SCCC(=O)N32)cc1OCC (centres undefined) | 0
CCSc1nc2sc3c(c2c(=O)n1CC)CCC3 | -15
COc1ccccc1CNC(=O)c1cn(C)c(=O)c2cc(OC)c(OC)cc12 | -2
O=c1oc2ccc([N+](=O)[O-])cc2cc1-c1csc(Nc2ccc(F)cc2)n1 | -27
Cc1nn(-c2ccccc2)c(OC(=O)c2ccccc2Br)c1S(=O)(=O)c1ccccc1 | -12
CCOc1cc2[nH]c(=S)n(CCCC(=O)NCc3ccco3)c(=O)c2cc1OCC | -4
O=C(c1ccccc1)N1CCN(C2CCCCCC2)CC1 | -6
COc1ccc(C2C(C(=O)Nc3nc4ccccc4s3)CCC(=O)N2c2ccc(OC)cc2)cc1 (centres undefined) | 5
O=C(O)c1ccc2c(c1)C1C=CCC1C(c1ccc([N+](=O)[O-])cc1)N2 (centres undefined) | -18
COC(=O)c1cc(-c2ccccc2)n[nH]1 | -1
CCOc1ccc(C(=O)Nc2ccc3c(c2)Cc2ccccc2-3)cc1Cl | -7
COc1ccc(-c2c(C#N)c(SCc3csc(C)n3)nc3c2C(=O)CC(C)(C)C3)cc1 | -4
O=c1[nH]c(Cc2cccs2)nc2ccccc12 | -13
CCN(CC)C1=CC(=O)OC12CCCCC2 | -2&-1
CN1Cc2c(N)cccc2C(c2ccccc2)C1 (centres undefined) | -7&0
O=C(Nc1cccc(N2CCCC2)c1)c1cccs1 | -16
O=C(Cn1c(=O)[nH]c2ccsc2c1=O)N1CCN(Cc2ccc3c(c2)OCO3)CC1 | -7
Cc1ccc(C2/C(=C(\O)c3ccccc3)C(=O)C(=O)N2c2ncccn2)cc1 (centres undefined) | -6
O=C(Nc1c2c(nn1-c1ccc(F)cc1)CS(=O)(=O)C2)C12CC3CC(CC(C3)C1)C2 | 1
Cc1ccc(CNC(=O)C2CCCN(S(=O)(=O)c3ccc(Br)s3)C2)cc1 (centres undefined) | 3
Cc1c(C(=O)N2CCCC2)nnn1-c1nonc1N | -3
Cc1ccc(-c2nn3c(-c4ccco4)nnc3c3ccccc23)cc1S(=O)(=O)NCC1CCCO1 (centres undefined) | -6
Cc1c(NC(=O)c2ccccc2)cccc1-c1nc2ccccc2o1 | -74
Cn1c(-c2ccc(Br)o2)nc2cc(Br)ccc21 | -9
COc1ccccc1C1C(C(C)=O)=C(O)C(=O)N1c1nc2ccccc2s1 (centres undefined) | -30
COc1ccc(C(C(O)C(=O)c2c[nH]c3ccccc23)N2CCN(c3ccccc3)CC2)cc1 (centres undefined) | -5
Cc1ccccc1OCc1nc(C#N)c(NCc2ccco2)o1 | -48
CCCN1CCN(CCCNC(=O)CN2C(=O)COc3ccccc32)CC1 | -6
CC(=O)Nc1ccc(S(=O)(=O)N2CCC(n3cnc4cc(F)ccc43)CC2)cc1 | -11
Cc1ccc(CNC(=O)c2ccc(Br)o2)cc1 | -1
O=C(c1nn2c(C(F)(F)F)c3c(nc2c1Cl)-c1ccccc1CC3)N1CCOCC1 | -7
CCc1ccc(CNC(=O)Cc2cn(C)c3ccccc23)cc1 | -4
O=C(CSc1ccc2nnc(-c3ccccc3)n2n1)N1CCN(c2ccccc2)CC1 | 4

Going on with the list.
mol | 14-3-3 PPI
CCOc1ccc(NC(=O)C2c3ccccc3C(=O)N3CCc4cc(OCC)c(OCC)cc4C23)cc1 (centres undefined) | -7
CC(C)CCNC(=O)C1C2C=CC3(CN(Cc4ccccc4Cl)C(=O)C13)O2 (centres undefined) | -1&1
CCC1Sc2ccccc2N(CC(=O)NCc2cccc(OC)c2)C1=O (centres undefined) | 3
CCOc1ccc2nc(NC3=NCN(Cc4ccco4)CN3)nc(C)c2c1 | -1
CC(=O)CC1(O)C(=O)N(C)c2ccccc21 (centres undefined) | -8
Cc1ccc2nc(-c3ccc(SCC(=O)O)nc3)[nH]c2c1 | -11
Cc1cc2c(Nc3cccc([N+](=O)[O-])c3)ncnc2s1 | -2
COc1cccc(OC)c1C(=O)Nc1ccc(CN2CCOCC2)cc1 | -14
CCC(C)[C@H](NC(=O)NC1CCCc2ccccc21)C(=O)O (some centres undefined) | 6
Cc1cc(C)n(-c2n[nH]c(=O)c3ccccc23)n1 | 6
COc1cc(C(=O)OCC(=O)c2cc(C)n(C)c2C)cc(OC)c1OC | -5
COc1cccc(NC(=O)CSc2nc3c(cc2C#N)C(=O)CC(C)(C)C3)c1 | -16
COC(=O)C1=C(C)NC2=C(C(=O)CC(c3cccs3)C2)C1c1cc(OC)c(O)c([N+](=O)[O-])c1 (centres undefined) | 4
COC(=O)c1ccc(C(=O)OC)c(NC(=O)c2ccccc2Br)c1 | 0
CCOCCCNCc1ccccc1Cl | 0
CSc1nncc(-c2ccc(Br)cc2)n1 | -7
C=CCOc1ccc(C2c3c(oc4ccccc4c3=O)C(=O)N2CCCN2CCOCC2)cc1 (centres undefined) | -12
COc1ccccc1N1CCN(C(=O)CSc2nnc(NC(=O)C3CC3)s2)CC1 | -7
O=C(NCCc1ccccc1)c1ccc2c(=O)n(CCC3=CCCCC3)c(=S)[nH]c2c1 | -4
CCOC(=O)c1cnc2ccc(OCC)cc2c1NCc1ccc(F)cc1 | -17
COc1ccc(C)cc1NC(=O)CCN1CCCC1 | 1
COC(=O)c1c(NC(=O)CCCOc2ccc(Cl)cc2)sc2c1CCC(C)C2 (centres undefined) | 1
COc1cccc(C(c2c(C)[nH][nH]c2=O)c2c(C)[nH][nH]c2=O)c1OC | -10
COc1cc(C(=O)Nc2ccc3c(c2)ncn3-c2ccc(C)cc2)cc(OC)c1OC | -46
O=C(NCCOC(=O)c1ccc(Cl)c(S(=O)(=O)N2CCCCC2)c1)c1ccncc1 | -4
CC(C)(C)c1cc(NC(=O)c2cc(F)c(F)c(F)c2F)no1 | 5
COc1ccc(CCN2C(=O)CC(C(=O)Nc3ccccc3OC)SC2=Nc2ccc(F)cc2)cc1 (centres undefined) | 5
O=C(CSc1nc2ccsc2c(=O)n1CCc1ccccc1)c1ccc(F)cc1 | 1
O=C(C1CC1)N1CCc2cc(Br)cc(S(=O)(=O)N3CC=C(c4ccccc4)CC3)c21 | -19
COc1ccc(C2N(c3ccc(F)cc3)C(=O)C3CCCN32)cc1 (centres undefined) | -19

The list goes on, overlapping the part above by 5 compounds.
mol | 14-3-3 PPI
CC(C)(C)c1cc(NC(=O)c2cc(F)c(F)c(F)c2F)no1 | 5
COc1ccc(CCN2C(=O)CC(C(=O)Nc3ccccc3OC)SC2=Nc2ccc(F)cc2)cc1 (centres undefined) | 5
O=C(CSc1nc2ccsc2c(=O)n1CCc1ccccc1)c1ccc(F)cc1 | 1
O=C(C1CC1)N1CCc2cc(Br)cc(S(=O)(=O)N3CC=C(c4ccccc4)CC3)c21 | -19
COc1ccc(C2N(c3ccc(F)cc3)C(=O)C3CCCN32)cc1 (centres undefined) | -19
COCc1nnc(NS(=O)(=O)c2ccc(C)cc2)s1 | -6
COC(=O)Cc1[nH]nc2c1C1(C(=O)N(Cc3ccccc3)c3ccccc31)C(C#N)=C(N)O2 (centres undefined) | -8
O=C(NCc1ccc2c(c1)OCO2)C1CCN(C(=O)Nc2ccc(Cl)cc2)CC1 | 2
COCC(=O)c1c(O)c2ccccc2[nH]c1=O | -8
COc1ccc(OC)c(NC(=O)C2=C(C)NC(=O)NC2c2cccc(Cl)c2)c1 (centres undefined) | -5
O=C(NS(=O)(=O)c1ccc(Br)cc1)c1ccccc1 | -3
CC1=C(C(=O)OC(C)C)C(c2ccncc2)n2ncnc2N1 (centres undefined) | 5
CCOc1ccc2nc3ccc4[nH]onc4c3c2c1 | 9
COc1ccc(S(=O)(=O)N2CCC(C(=O)NCCC3=CCCCC3)CC2)cc1OC | 5
Cc1ccc(OCCSc2nc3ccccc3[nH]2)cc1 | 1
Cc1cccc(Oc2ccc(NC(=O)C3CCCCC3C(=O)O)cc2)c1 (centres undefined) | -10
COc1ccc(-n2c(=O)c3c(C)c(C)sc3n(CC(=O)NCc3ccc(C)cc3)c2=O)c(OC)c1 | -8
O=c1[nH]c(-c2ccccn2)nc2ccccc12 | -3
COc1ccc(S(=O)(=O)N2CCCC(C(=O)N3CCCCCC3)C2)cc1 (centres undefined) | -10&-8
Cc1ccn2c(-c3csc(Nc4ccc(N(C)C)cc4)n3)c(C)nc2c1 | -6
Cc1cc(NCCOCCO)n2c(nc3ccccc32)c1C#N | -232
CC(=O)Nc1ccc(N=Cc2ccc(Cl)c([N+](=O)[O-])c2)cc1 | 1
CN1C(=O)CSc2ccc(NC(=O)N3CCN(c4ccccn4)CC3)cc21 | -11
COc1cccc(CNC(=O)C2CCC(Cn3c(=S)[nH]c4ccsc4c3=O)CC2)c1 (centres undefined) | 2
O=C(C1CCN(Cc2ccccc2)CC1)N1CCCC1 | -1
COC(=O)c1ccccc1NC(=O)c1ccc(OC)cc1OC | -8
CCC1Oc2ccccc2N(CC(=O)NCc2ccc(OC)cc2OC)C1=O (centres undefined) | 3
O=C(NCCCN1CCCC1=O)c1ccc(N2CCCC2=O)cc1 | 3
COc1ccc(C2CC(=O)C3=C(C2)Nc2ccccc2N(C(=O)c2cccs2)C3c2cccc(F)c2)cc1 (centres undefined) | -14
COC(=O)c1ccc(C(=O)NCCCCO)cc1 | -6
CCC(=O)N1CCc2cc(Br)cc(S(=O)(=O)N3CCCC(C(=O)Nc4ccc(C)cc4)C3)c21 (centres undefined) | -18
O=C1C2ON(c3ccccc3)C(C=Cc3ccccc3)C2C(=O)N1c1ccc(Br)cc1 (centres undefined) | -36
CN1CC(=O)Nc2ccc([N+](=O)[O-])cc2C1=O | -13
Nc1c(C(=O)NCc2cccs2)nnn1-c1ccc2c(c1)OCCO2 | -3
N#Cc1c(-n2ncnc2-c2ccc([N+](=O)[O-])cc2)sc2c1CCCCCC2 | 0
N#Cc1ccc(Oc2ccc(N3C(=O)C4C5C=CC(C5)C4C3=O)cc2)cc1C#N (centres undefined) | -15
Nc1nc(-c2ccccc2O)nc2c1c(=O)oc1ccccc12 | -11
COc1ccc(CNC(=O)c2csnn2)cc1 | -2
CCC(=O)N1CCc2cc(S(=O)(=O)NCCc3ccc(Cl)cc3)ccc21 | 8
O=C(c1noc2c1CCCC2)N1CCc2ccccc2C1 | -11
CCN(CC)S(=O)(=O)c1ccc(-c2cn3cccc(C)c3n2)cc1 | -17
CCOc1ccc(C2C(C(=O)OCCOc3ccccc3)=C(C)NC3=C2C(=O)CCC3)cc1 (centres undefined) | 0

3 compounds picked at random from those above, as already listed:
mol | 14-3-3 PPI
COc1ccc(C2N(c3ccc(F)cc3)C(=O)C3CCCN32)cc1 (centres undefined) | -19
O=C(c1nn2c(C(F)(F)F)c3c(nc2c1Cl)-c1ccccc1CC3)N1CCOCC1 | -7
COc1ccc(C2C(C(=O)Nc3nc4ccccc4s3)CCC(=O)N2c2ccc(OC)cc2)cc1 (centres undefined) | 5

These rows are one share of the data; the hit share may differ from the screen's.
